# TRPC6 inh = blocks the mouse TRPC6 cation channel; B-score at 10 µM; AID 2553; actives 1.1% (n = 310,000); HEK293-TRPC6, membrane potential dye, ACh-evoked depolarization; stronger effect = lower value; Q61143;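 active means B-score under library mean minus 3 SD, initial fluorescence not abnormally high, positive integrated signal ratio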;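 further: B-score derived from integrated fluorescence ratio over the kinetic read; more negative B-score means stronger inhibition of depolarization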
# HIF act = HIF pathway transcriptional activation. actives 0.32% (n = 300,000). activation, % at 7.5 µM (by protocol). AID 1910. U2OS HRE-luciferase reporter, luminescence; normalized: DMSO 0%, desferrioxamine 100%;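 active means mean activation of at least 10% of the iron chelator positive control signal, with at least half of replicates also reaching 10%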
# IEC-6 tox = IEC-6 cytotoxicity, counter-screen for KLF5 inhibitors. inhibition, % at 5 µM. luminescence viability. actives 0.78% (n = 290,000); in the data active means inhibition above about 22%;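 further: 0% = plate median of test compound wells and 100% = cytotoxic reference compound wells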
# aSyn 5UTR inh = 5' untranslated region of α-synuclein, MLPCN primary screen. AID 1813. alpha-synuclein 5'UTR reporter, inhibitor activity. actives 0.82% (n = 300,000). inhibition, % (tested at 7.5 µM); in the data active means inhibition above about 60%;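 further: H4 neuroglioblastoma cells stably carrying SNCA 5'UTR luciferase fusion; 0% = DMSO wells and 100% = positive control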
# TRPC4 block = blocks the mouse TRPC4 cation channel | Q9QUQ5 | HEK293 TRPC4beta/mu-opioid, DAMGO-evoked Fluo4 calcium flux; stronger effect = lower value | B-score at 10 µM | actives 0.39% (n = 300,000) | AID 2247;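 active means B-score over 3 SD under the library average, no early fluorescence shift, positive overall ratio signal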
#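 Assay system: Stable TRPC4beta/mu-opioid receptor HEK293 cells | Reagent: DAMGO in two steps, submaximal then maximal | Compound dosing: Single concentration per test compound | Signal: Fluo4 Ca2+ flux fluorescence | Evaluation: Per-well B score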
# TRPC6 act = activators of mouse TRPC6 channel; AID 2550; HEK293-TRPC6 membrane potential dye fluorescence; stronger effect = higher value; B-score at 10 µM; actives 0.13% (n = 310,000); Q61143;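 active means B-score of the integrated fluorescence ratio above library mean plus 3 SD, and starting fluorescence ratio within library mean plus 5 SD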;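 further: higher score means more depolarization so channel activation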
# SKKanGAS inh = inhibitors of SKKanGAS S. pyogenes growth in kanamycin (SK-promoter or general growth effect); BacTiter-Glo, 6 h; inhibition, % at 7.5 µM; actives 1.3% (n = 300,000);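 active means mean replicate score, as percent of positive control median, at least 50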;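 further: strain carries kanamycin resistance gene driven by streptokinase promoter and grows in 40 µg/ml kanamycin; loss of luminescence reflects streptokinase promoter inhibition or plain growth inhibition; 0% = median of DMSO wells and 100% = positive control at its reference dose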
# MrgX1 antagonist = human MrgX1 receptor antagonism, primary screen | Q96LB2 | MRGX1-HEK293 calcium flux, Fluo-4, BAM8-22 antagonism; stronger effect = lower value | B-score at 10 µM | actives 1.3% (n = 310,000);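 active means calcium-response B-score plate-corrected more than 3 library SD below zero, starting fluorescence within 5 deviations, no agonist response on first addition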;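 further: peak minus trough fluorescence over baseline after final BAM8-22 challenge near maximal dose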
# Target sequence (Q96LB2 whole entry, looked up): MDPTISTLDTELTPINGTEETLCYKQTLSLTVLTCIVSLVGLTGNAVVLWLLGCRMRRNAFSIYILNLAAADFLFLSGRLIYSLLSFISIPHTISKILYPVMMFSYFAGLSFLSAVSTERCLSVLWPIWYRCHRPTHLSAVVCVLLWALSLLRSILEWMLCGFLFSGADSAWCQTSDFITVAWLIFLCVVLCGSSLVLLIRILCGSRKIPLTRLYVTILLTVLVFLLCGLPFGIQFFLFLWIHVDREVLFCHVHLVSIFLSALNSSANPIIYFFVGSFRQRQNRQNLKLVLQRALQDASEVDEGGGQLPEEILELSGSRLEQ
# TRPC4 PAM = allosterically enhances the mouse TRPC4 cation channel; Q9QUQ5; HEK293 TRPC4beta/mu-opioid, DAMGO EC20, Fluo-4 Ca2+ flux; stronger effect = higher value; B-score at 10 µM; actives 0.42% (n = 310,000); AID 2227;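 active means B-score of calcium response area above 5 SD of library B-scores, with initial fluorescence ratio within 5 SD of library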;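 further: B-score of integrated fluorescence ratio over time as area under calcium response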
# KLF5 inhibitor = kruppel-like factor 5 inhibition | DLD-1 KLF5 promoter-luciferase reporter, luminescence | inhibition, % at 5 µM | actives 0.23% (n = 290,000) | AID 1700;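 active means inhibition above a per-plate limit of that plate's mean compound inhibition plus 3 SD, cut at about 60% in these data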;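 further: 0% = DMSO wells and 100% = LY294002 at 200 µM; higher means less KLF5 promoter-driven luciferase light; inactives centre near -14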
# TRPC4 act = TRPC4 (mouse) channel activation; Q9QUQ5; HEK293 TRPC4beta/mu-opioid, Fluo4 calcium fluorescence; stronger effect = higher value; B-score at 10 µM; actives 0.49% (n = 310,000);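 active means B-score above 5 SD of library B-scores, and initial fluorescence ratio not above library mean plus 5 SD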;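 further: positive B-score marks a calcium rise read as TRPC4 activation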
#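 Assay system: HEK293 cells stably co-expressing mouse TRPC4beta and mu-opioid receptor / Timing: Fluo4 dye loading 45 min at room temperature, 110 s recording / Signal: Fluo4 calcium-sensitive dye fluorescence, kinetic, 1 Hz baseline / Read-out: integrated baseline-normalised fluorescence ratio, converted to per-well B score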
# An asterisk follows results filed as active; i = inactive; nt = not tested or not shown.
SMILES,TRPC6 inh,HIF act,IEC-6 tox,aSyn 5UTR inh,TRPC4 block,TRPC6 act,SKKanGAS inh,MrgX1 antagonist,TRPC4 PAM,KLF5 inhibitor,TRPC4 act
CS(=O)(=O)C1=NSC2=NC(=O)/C(=C\c3ccc(OS(=O)(=O)c4ccccc4)cc3)C(=N)N21,i,-0.1,-6,-31,i,i,7,i,i,-34,i
O=C(COC(=O)c1cc(=O)[nH]c2ccccc12)c1cccs1,i,0.0,3,-5,i,i,-5,i,i,-12,i
Cc1ccc(C(=O)C2=C(O)C(=O)N(Cc3ccco3)C2c2cccc(Br)c2)o1 (stereo unspecified),i,-1.0,-6,-5,i,i,52*,i,i,-31,i
CCOC(=O)c1ccc(NC(=O)CSc2nc(=O)n3cccc(C)c3n2)cc1,i,-0.4,nt,-11,i,i,2,i,i,nt,i
CCc1cccc(OCCCCNCCOC)c1,i,-0.1,1,0,i,i,5,i,i,1,i
CN1CCN(C(=S)NC(=O)/C=C/c2ccccc2Cl)CC1,i,-0.1,-5,-44,i,i,0,i,i,-35,i
N#Cc1cnc2ncnn2c1-c1ccccc1,i,0.0,1,8,i,i,1,i,i,-5,i
C=CCOC(=O)C1=C[C@H](c2ccc(Br)cc2)C[C@H](OCCCCO)O1,i,-2.6,nt,8,i,i,3,i,i,nt,i
O=C(Nc1sc2c(c1C(=O)O)CCC2)c1cccc(Cl)c1,i,1.1,4,-60,i,i,17,i,i,-44,i
COc1ccc(NC(=O)C(=O)NCCN2CCN(C(=O)c3ccc(C)cc3)CC2)cc1,i,0.4,7,35,i,i,1,i,i,-19,i
O=C(CSc1nnc(CNC(=O)c2ccccc2F)o1)NCc1ccccc1,i,0.0,5,22,i,i,-11,i,i,-33,i
Cc1cc(NC(=O)CSc2ncn(-c3ccccc3)n2)no1,i,-0.3,6,6,i,i,-6,i,i,9,i
O=C(CSc1ncn[nH]1)NCc1ccccc1,i,-2.1,2,-4,i,i,-4,i,i,-11,i
CN(C)/C=C(/C(=O)c1ccccc1)S(=O)(=O)c1ccc(Cl)cc1,i,-0.1,-2,-26,i,i,-11,i,i,-9,i
CN(C)CCC(=O)c1cccc(Br)c1,i,-0.1,-4,-13,i,i,-4,i,i,-19,i
O=C(NNS(=O)(=O)c1ccc(F)cc1)c1cnccn1,i,-0.2,-1,8,i,i,-5,i,i,-22,i
COCC(=O)N1CCN(c2nc3ccccc3o2)CC1,i,0.6,-2,-18,i,i,-4,-4.5*,i,-3,i
Cc1nc2c(C(=O)N3CCOCC3)cnn2c(C)c1Cc1cccc(Cl)c1,i,-0.2,-1,14,i,i,3,i,i,-9,i
CC(=O)NCC(=O)N1CCCC(C(=O)c2ccc3c4c(cccc24)CC3)C1 (stereo unspecified),i,-0.2,2,35,i,i,-16,i,i,-21,i
COc1cccc(OC)c1OCCOc1ccccc1OC(C)C,i,-0.4,2,8,i,i,5,i,i,-5,i
COc1cc2c(cc1OC)C(c1cccc([N+](=O)[O-])c1)=NCC2,i,0.2,8,47,i,i,-3,i,i,-14,i
CSC1=C(C#N)C(=O)NC(c2ccccc2O)S1 (stereo unspecified),i,0.1,0,-3,i,i,-2,i,i,10,i
Nc1ccccc1SSc1ccccc1N,i,0.5,-3,-12,i,i,5,i,i,-36,i
CC(=O)N1CCC(=NNc2ncc(C(F)(F)F)cc2Cl)CC1,i,0.7,4,6,i,i,-11,i,i,1,i
O=C(Nc1cccc(F)c1)c1cccnc1,i,0.9,-1,0,i,i,-3,i,i,-16,i
Cc1c(/C=N/NC(=O)c2cccnc2)c2ccccn2c1C(=O)c1ccc(F)cc1,i,-0.5,10,7,i,i,5,i,i,-6,i
COc1ccc(C(=O)Nc2ccc(S(=O)(=O)N(C)c3ccccc3)cc2)cc1,i,2.0,nt,-74,i,i,4,i,i,nt,i
COc1cc(/C=N/O)ccc1OCc1ccc([N+](=O)[O-])cc1,i,1.2,2,-86,i,i,-11,i,i,-202,i
CC(C)(C)OC(=O)N1CC=C2C(C#N)=C(N)C(C#N)(C#N)[C@H](c3cccnc3)[C@H]2C1,i,-0.6,-5,34,i,i,4,i,i,-32,i
CCOc1ccc(S(=O)(=O)N2CCN(Cc3ccc4c(c3)OCO4)CC2)cc1OCC,i,-0.6,-2,9,i,i,3,i,i,-2,i
COc1ccccc1N1C(=S)N=C(Nc2c(C)cccc2C)C12CCCC2,i,-0.3,10,27,i,i,3,i,i,11,i
Cc1cc(OCC(=O)N2CCCCCC2)ccc1[N+](=O)[O-],i,3.3,5,-148,i,i,-11,i,i,-67,i
O=C(Nc1nnc(SCc2ccc(F)cc2)s1)C1CC(=O)N(Cc2ccccc2)C1 (stereo unspecified),i,0.0,8,2,i,i,3,i,i,-16,i
CCOC(=O)c1c(C)noc1-c1ccc(Br)o1,i,0.2,5,-3,i,i,-7,i,i,-5,i
COc1cc(/C=N\NC(C)=O)ccc1OC/C=C/c1ccccc1,i,-1.0,-5,-3,i,i,2,i,i,-11,i
Cc1cccc(-c2nc3ccc(C(=O)NCCN4CCN(C)CC4)cc3nc2-c2cccc(C)c2)c1,i,nt,-5,-43,i,i,6,i,i,-40,i
C=CCn1cnc2c(oc3ccccc32)c1=O,i,6.2,-1,-20,i,i,1,i,i,-23,i
Cc1nnc(SCC(=O)c2ccc([N+](=O)[O-])cc2)s1,i,-0.7,-4,-19,i,i,-6,i,i,17,i
CCN(CC)c1ccc(NC(=O)c2ccccc2Br)cc1S(=O)(=O)Nc1ccccc1OC,i,0.3,-2,26,i,i,4,i,i,-19,i
CC1CCc2c(sc3nc(SCC(=O)O)n(-c4ccccc4)c(=O)c23)C1 (stereo unspecified),i,0.0,-10,0,i,i,7,i,i,-18,i
Cc1cccc(NC(=S)NC(=O)c2ccco2)c1C,i,0.7,0,-94,i,i,-2,i,i,-77,i
COC(=O)CSc1nc(-c2ccccc2)nc2ccccc12,i,0.3,-5,14,i,i,-9,i,i,-29,i
Nc1ccc(S(=O)(=O)N2CCCC2)cc1Cl,i,0.2,-2,-1,i,i,3,i,i,0,i
O=C(NCC(O)CO)c1ccc2[nH]c3ccccc3c2c1 (stereo unspecified),i,-0.1,6,9,i,i,-13,i,i,7,i
CCS(=O)(=O)c1nc2ccccc2n1CC(=O)N1CCOCC1,i,-0.2,-4,3,i,i,-1,i,i,-7,i
Nc1ncnc(Nc2cc(Cl)cc(Cl)c2)c1[N+](=O)[O-],i,-0.3,4,19,i,i,-2,i,i,5,i
COc1ccc(CN(C)CC(=O)N2CCc3ccccc3C2)cc1,i,0.2,3,-3,i,i,4,i,i,-4,i
O=C(O)CCN1C(=O)c2ccc(NC(=O)CCc3ccccc3)cc2C1=O,i,-1.1,-4,0,i,i,2,i,i,-59,i
Cn1c(C(=O)N(Cc2ccccc2)Cc2ccccn2)cc2sccc21,i,-0.5,-2,11,i,i,-4,i,i,-24,i
O=C(NC1CCS(=O)(=O)C1)c1ccc(S(=O)(=O)N2CCCC2)cc1 (stereo unspecified),i,-0.1,-3,-2,i,i,4,i,i,-24,i
O=C(Nc1ccc(S(=O)(=O)Nc2ncccn2)cc1)C1=COCCO1,i,0.6,nt,-40,i,i,-2,i,i,nt,i
S=c1[nH]nc(C2CCCCC2)n1/N=C/c1cccc(Br)c1,i,-0.8,-8,18,i,i,3,i,i,-30,i
CC(C)COc1ccc(C(=O)N2C(=O)c3ccc(N)cc3C2=O)cc1,i,-0.2,5,-8,i,i,-9,i,i,-20,i
Cc1noc(C)c1COc1ccc(C(=O)NNC(=O)c2ccccc2)cc1,i,1.4,nt,-34,i,i,10,i,i,nt,i
CSCCC(NC(=O)c1ccccc1Cl)C(=O)NNC(=O)c1csc(N2CCOCC2)n1 (stereo unspecified),i,-1.0,nt,20,i,i,-6,i,i,nt,i
N/C(=N\OC(=O)Nc1ccc(Cl)c(Cl)c1)c1ncc(C(F)(F)F)cc1Cl,i,0.2,-10,6,i,i,-1,i,i,-3,i
Cc1noc(C)c1COc1ccc(C(=O)N2CCCC(C(N)=O)C2)cc1 (stereo unspecified),i,0.0,-4,6,i,i,-3,i,i,1,i
CC(C)Oc1ccc2nnnn2n1,i,0.4,1,-7,i,i,-1,i,i,-8,i
CC1(C)CNc2cc(N)ccc2S1,i,-0.3,1,-74,i,i,-10,i,i,3,i
Cc1ccccc1-n1nnnc1SCC(N)=O,i,-0.9,5,6,i,i,4,i,i,6,i

# Later entries:
SMILES,TRPC6 inh,HIF act,IEC-6 tox,aSyn 5UTR inh,TRPC4 block,TRPC6 act,SKKanGAS inh,MrgX1 antagonist,TRPC4 PAM,KLF5 inhibitor,TRPC4 act
Cn1c(=O)[nH]c(=O)c2c1nc(Br)n2C/C=N/NC(N)=S,i,-0.1,7,15,i,i,-1,i,i,-10,i
O=C(CN1C(=O)NC2(CCCC2)C1=O)N1CCN(C(=O)c2ccco2)CC1,i,0.0,1,-6,i,i,-2,i,i,2,i
N#CC(c1ccccc1O)N1N=C(c2ccccc2)CC1c1ccccc1 (stereo unspecified),i,3.0,8,-47,i,i,6,i,i,-22,i
CC(C)NS(=O)(=O)c1ccc(NC(=O)NC2CCCCC2)cc1,i,0.8,-2,3,i,i,-23,i,i,-22,i
CCOC(=O)/C(CCC[N+](C)(CC)CC)=N\O,i,0.5,-7,-2,i,i,-2,i,i,-1,i
Cc1cc(CNC(=O)CC2C(=O)NCCN2Cc2ccc(-c3ccccc3)cc2)nn1C (stereo unspecified),i,nt,1,-9,i,i,-17,i,i,-31,i
O=C(CN1C(=O)NC2(CCCC2)C1=O)N1CCN(S(=O)(=O)c2ccccc2F)CC1,i,0.1,-6,-7,i,i,3,i,i,-32,i
CCOC(=O)C1=C(C)N(CC)C(=S)NC1c1ccc(Cl)cc1 (stereo unspecified),i,0.4,3,16,i,i,0,i,i,-7,i
CCSc1nnc(NC(=O)C2CCCCC2C(=O)O)s1 (stereo unspecified),i,-0.3,2,-23,i,i,-3,i,i,5,i
CC(C)Oc1ccc(S(=O)(=O)N2CCOCC2)cc1NC(=O)C1CCC1,i,-0.3,nt,7,i,i,8,i,i,nt,i

# Assay outcomes from PubChem BioAssay.

# Not a hit list; any-hit rate near 5.8%.
